Screening data as filed in PubChem BioAssay.
EPAC2 ag: agonists of human EPAC2 (RAPGEF4) | Potency, µM (highest dose often 154 µM), for inactives: top-dose activation, hits mostly activators | EPAC2 activation, biochemical qHTS; response scale: 100% = 6.5 mM cAMP response | 360,000 compounds, 0.079% hits; further: nearly all actives have a fitted effect of over 50% in size
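In this primary screen, activation is scored as increased exchange of BODIPY-GDP from Rap1B by 100 nM EPAC2, with 50 uM GDP as competitor. Signal is normalized to the 6.5 mM cAMP agonist control.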
EPAC1 antagonist: EPAC1 (human) antagonism; O95398; EPAC1 GEF assay, Rap1b-BODIPY-GDP exchange fluorescence; Potency, µM (series often up to 115 µM), for the others: top-dose activity change, negative = inhibition, actives largely listed as inhibitors; 360,000 compounds, 0.14% hits;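 further: plate controls were vehicle for no effect and positive control for full effect; nearly all actives have a fitted effect of over 50% in size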
Target sequence (O95398 whole entry, looked up): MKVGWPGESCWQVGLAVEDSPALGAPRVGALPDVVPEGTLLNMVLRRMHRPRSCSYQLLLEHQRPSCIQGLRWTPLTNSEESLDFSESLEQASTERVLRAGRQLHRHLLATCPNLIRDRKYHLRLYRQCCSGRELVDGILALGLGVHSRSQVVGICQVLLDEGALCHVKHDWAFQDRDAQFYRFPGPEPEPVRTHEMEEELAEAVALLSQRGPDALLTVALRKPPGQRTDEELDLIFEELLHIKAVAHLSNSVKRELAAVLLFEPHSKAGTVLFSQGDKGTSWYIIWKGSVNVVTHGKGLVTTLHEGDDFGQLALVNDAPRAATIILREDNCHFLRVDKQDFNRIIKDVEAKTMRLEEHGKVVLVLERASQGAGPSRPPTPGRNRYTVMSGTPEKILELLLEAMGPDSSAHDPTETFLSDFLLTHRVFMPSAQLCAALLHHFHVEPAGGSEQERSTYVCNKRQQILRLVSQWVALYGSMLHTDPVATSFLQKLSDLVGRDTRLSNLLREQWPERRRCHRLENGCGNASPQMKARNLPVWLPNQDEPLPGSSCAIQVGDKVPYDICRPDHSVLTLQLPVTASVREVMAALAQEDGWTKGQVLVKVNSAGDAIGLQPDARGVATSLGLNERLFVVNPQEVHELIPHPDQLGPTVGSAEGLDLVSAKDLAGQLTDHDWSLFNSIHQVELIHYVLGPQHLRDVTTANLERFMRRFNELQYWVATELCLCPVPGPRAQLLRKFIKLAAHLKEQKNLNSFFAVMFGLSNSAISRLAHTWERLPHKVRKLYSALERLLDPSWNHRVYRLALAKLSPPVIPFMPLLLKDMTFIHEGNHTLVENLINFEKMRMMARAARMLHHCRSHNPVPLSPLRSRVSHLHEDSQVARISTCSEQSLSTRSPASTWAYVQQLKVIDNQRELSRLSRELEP
aSyn rescue: rescues yeast growth from alpha-synuclein toxicity. Potency, µM (titrated, usually from 46.1 µM), without a hit: at the highest dose growth rescue (activation), most hits filed as activators. 370,000 compounds, 0.14% hits. Yeast expressing alpha-synuclein, growth rescue, BacTiter-Glo, 24 h. AID 652106; further: % of control where 0% means no effect; nearly all actives have a fitted effect of over 65% in size
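Screening used galactose-induced yeast with toxic alpha-synuclein levels, exposed to compound for 24 hr at 30 deg C. Cell growth, read with BacTiter-Glo luminescence, gave the measured signal.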
TDP-43 yeast inh: TDP-43 toxicity inhibition in yeast; TDP-43 expressing yeast growth rescue, BacTiter-Glo, 24 h; Potency, µM (series often up to 46.1 µM), inactives show top-dose growth rescue (activation), usual class: activators; 410,000 compounds, 1.8% hits; AID 652104; further: % of control where 0% means no effect; nearly all actives have a fitted effect of over 50% in size
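Cell-based yeast growth screen: TDP-43 expression induced in galactose, inoculum OD600=0.02 after raffinose pregrowth to mid-log. Read-out BacTiter-Glo luminescence at 24 hr, 30 deg C; inhibition of toxicity seen as signal increase.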
PTHR1 ag: PTHR1 (human) receptor agonism; Potency, µM (highest dose often 115 µM), inactives show at the top dose activation, hits mostly activators; AID 743266; HEK293 GP2 PTHR1 cells, GloSensor cAMP luminescence, 1 h; 410,000 compounds, 0.075% hits; Q03431; further: nearly all actives have a fitted effect of over 55% in size; some results filed as inactive show a strong effect at the top dose; inactives centre near -15; many of its hits are not listed in these tables
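HEK-293-derived GP2 cells expressing PTHR1 and a GloSensor cAMP reporter, 3,000/well, plated overnight, given luciferin plus IBMX (each 0.5 mM as added) for 1 h at 37 °C, then compound for 1 h at 37 °C. Luminescence was read after 15 min at room temperature.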
FUS yeast rescue: FUS proteinopathy suppression in yeast; S. cerevisiae FUS-expressing, growth rescue, OD600, 24 h; AID 1347120; Potency, µM (top dose mostly 76.6 µM), without a hit: at the highest dose growth rescue (activation), most hits filed as activators; 390,000 compounds, 0.24% hits;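 further: plate controls were DMSO vehicle for no effect and reference control for full effect; nearly all actives have a fitted effect of over 55% in size; some results filed as inactive show a strong effect at the top dose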
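Galactose (2%) drives FUS expression in yeast precultured in raffinose; seeding density OD 0.005. Test compounds incubated 24hr at 30C and 99% humidity before absorbance at 600 nm was measured.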
EPAC2 antag: antagonists of human EPAC2 | EPAC2 GEF exchange of Rap1B-BODIPY-GDP, fluorescence | Potency, µM (highest dose often 114 µM), without a hit: at the highest dose activity, negative = inhibition, most hits filed as inhibitors | 360,000 compounds, 0.18% hits; further: on the % scale 0 is the no-effect control and ±100 the full control effect; nearly all actives have a fitted effect of over 45% in size; many of its hits are not listed in these tables
EPAC1 ag: EPAC1 (human) agonism; O95398; EPAC1 agonist qHTS, biochemical assay; response scale: 100% = response to 6.5 mM cAMP; Potency, µM (series often up to 154 µM), without a hit: at the top dose activation, usual class: activators; 360,000 compounds, 0.073% hits; AID 720707; further: nearly all actives have a fitted effect of over 60% in size
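Normalized to 6.5 mM cAMP, activity reflects EPAC1-catalysed release of BODIPY-GDP from Rap1B, followed kinetically over 30 min at 480 nm excitation, 540 nm emission. Reaction contained 100 nM EPAC1, 250 nM Rap1B-BODIPY-GDP, 50 uM GDP.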
An asterisk follows results filed as active; i = inactive; ? = inconclusive; · = no result given; & = joins results of further samples; [ ] = remark or other dose. The call rests on the fitted dose curve; in most records, active means well fitted curve in the direction sought with a large enough effect; inconclusive means small, poorly fitted or top-dose-only effect, or another doubt; inactive means no such curve, though single readings can be large; an effect the other way counts as inactive or inconclusive. Potency means the concentration at half of the fitted maximal effect. Not all compounds are listed (hit frequency here may not be typical).

SMILES | EPAC2 ag | EPAC1 antagonist | aSyn rescue | TDP-43 yeast inh | PTHR1 ag | FUS yeast rescue | EPAC2 antag | EPAC1 ag
CS(=O)(=O)N1CCN(C(=O)c2cc(-c3cccs3)nc3ccccc23)CC1 | 13% | -18% | -1% | -3% | -12% | -4% | -3% | 13%
Cc1[nH]c(C)c(S(=O)(=O)NCc2ccc(Cl)cc2)c1C(=O)N1CCCC1 | 9% | 0% | 1% | -9% | i | 17% | 9% | -8%
Nc1c(-c2ccc(Cl)cc2)cnn1-c1cc(C(F)(F)F)cc(C(F)(F)F)c1 | 2% | 0% | -3% | -4% | -11% | 10% | 0% | 3%
O=C(NCCO)c1ccc(CSc2nc3ccccc3[nH]2)cc1 | 9% | -10% | -2% | -10% | -1% | 8% | 14% | 6%
COc1ccc(CCNC(=O)C2CCCN(C(=O)N(C)C)C2)c(OC)c1 (centres undefined) | 7% | 4% | -7% | -16% | -6% | -4% | 0% | 9%
COc1ccc(NC(=O)C(=O)NCCN2CCN(C(=O)c3cccc(Br)c3)CC2)cc1 | -5% | 1% | -3% | 7% | -23% | · | 1% | 9%
O=C(OC1CCOC1=O)c1ccc(Cl)c(S(=O)(=O)N2CCCCC2)c1 (centres undefined) | -3% | -7% | 2% | · | i | 16% | 0% | -7%
Cc1cc(NC(=S)NC(=O)c2ccco2)c2ccccc2n1 | 1% | 0% | 0% | 8% | -5% | 4% | 18% | 1%
COCc1ccc(C(=O)N(C)CC2CCCN(CCc3ccc(Cl)cc3)C2)o1 (centres undefined) | -2% | 5% | 7% | 0% | i | · | 10% | -2%
CC(=O)Nc1ccc(NC(=O)C(C)OC(=O)c2c(C)nn(-c3ccccc3)c2Cl)cc1 (centres undefined) | -3% | 8% | 0% | -8% | i | · | -9% | 8%
Cc1ccc(NC(=O)CCNC(=O)c2ccccc2Cl)nc1 | -6% | 4% | -5% | 1% | i | · | 2% | 3%
O=C(CNC(=O)c1ccco1)OCC(=O)c1ccc([N+](=O)[O-])cc1 | 1% | 0% | 1% | 9% | -19% | 5% | 1% | -5%
CCCN=C1N(CC)C[C@@H]2[C@@H]3C(=O)N(C)C(=O)[C@@H]3[C@](Cc3ccccc3)(C(=O)OC)N12 | 8% | -14% | 0% | -14% | i | -21% | 16% | -18%
Cc1cccc(Cl)c1OCCCN1CCOCC1 | -2% | -11% | 4% | 7% | i | -16% | -2% | 3%
O=C(COC(=O)C1CCC1)Nc1cccc(Cl)c1 | 12% | -13% | 4% | -7% | i | -11% | -1% | -1%
Cc1cccc(OCC(=O)N(Cc2ccc(F)cc2)C2CCS(=O)(=O)C2)c1C (centres undefined) | -2% | ? | 4% | -4% | i | 14% | -15% | 1%
Cn1c(SCC(=O)c2ccccc2)nnc1-c1cccc(N)c1 | 0% | -10% | 4% | 6% | -14% | ? | 5% | -1%
CC1(C)OC(=O)N(CCC(=O)Nc2cccc(F)c2)C1(C)O (centres undefined) | 4% | ? | -9% | · | -8% | -12% | 1% | 4%
Cc1cccc(NC(=O)CCc2c(C)nc3c(c(C)nn3C(C)(C)C)c2C)c1C | · | · | 12% | 26% | -21% | 12% | · | ·
COC(=O)c1c(NC(=O)CCCOc2ccccc2)sc2c1CCC(C)C2 (centres undefined) | · | · | 0% | ? | i | -19% | · | ·

An excerpt from above in order of their number in EPAC1 antagonist, low to high:
| SMILES | EPAC1 antagonist |
| --- | --- |
| CS(=O)(=O)N1CCN(C(=O)c2cc(-c3cccs3)nc3ccccc23)CC1 | -18% |
| CCCN=C1N(CC)C[C@@H]2[C@@H]3C(=O)N(C)C(=O)[C@@H]3[C@](Cc3ccccc3)(C(=O)OC)N12 | -14% |
| COCc1ccc(C(=O)N(C)CC2CCCN(CCc3ccc(Cl)cc3)C2)o1 (centres undefined) | 5% |

Following part:
SMILES | EPAC2 ag | EPAC1 antagonist | aSyn rescue | TDP-43 yeast inh | PTHR1 ag | FUS yeast rescue | EPAC2 antag | EPAC1 ag
CC(=O)Nc1ccc(S(=O)(=O)Nc2nc3ccc([N+](=O)[O-])cc3s2)cc1 | 5% | ? | -9% | 20% | i | 18% | ? | -2%
O=C(CN1C(=O)C2CCCCC2C1=O)NC1CCCc2ccccc21 (centres undefined) | 2% | -8% | 3% | 13% | i | 2% | -3% | -1%
COc1ccc(S(=O)(=O)N(CC(=O)NC2CC2)C2CCCCC2)cc1Cl | 4% | 5% | 19% | -22% | 2% | 29% | 7% | 12%
CCCCNc1nc2c(c(=O)n(C)c(=O)n2C)n1CCC | 10% | -6% | -5% | 18% | -4% | -10% | -1% | 1%
CN(C)c1ccc2cc(S(=O)(=O)O)cc(O)c2c1 | 11% | -19% | -1% | -42%[inhibitor] | i | ? | 33%[activator] | 0%
COCCNC(=O)C(c1cccc(OC)c1)N(Cc1cccs1)C(=O)Cn1nnc2ccccc21 (centres undefined) | 5% | -2% | -9% | -6% | -1%[57.5 µM] | 17% | 1% | 10%
CCOc1ncccc1C(=O)Nc1cccc(S(=O)(=O)N2CCCCC2)c1 | 10% | -3% | -12% | 5% | -7% | -13% | 2% | -10%
COc1ccc(C(=O)N/N=c2\oc3ccccc3cc2C(N)=O)cc1 | 0% | -1% | -1% | -2% | -4% | 13% | 5% | 6%
COc1cc(/C=C(\C#N)c2nc3ccc(C)cc3[nH]2)cc([N+](=O)[O-])c1O | 6% | 28µM* | -78%[inhibitor] | -89%[inhibitor] | -16% | 13% | ? | -3%
CCN(C(=O)CSc1nnc(Nc2ccc(OC)cc2)s1)C1CCS(=O)(=O)C1 (centres undefined) | 5% | 3% | -6% | -8% | -27% | 11% | 8% | -3%
CCOC(=O)/C(=N\Nc1cc(Cl)ccc1Cl)N1CCN(CC)CC1 | -6% | 4% | -7% | 12% | -2% | 2% | 2% | -5%
O=C(O)c1cc2cc(S(=O)(=O)O)ccc2cc1O | 1% | -1% | -10% | -1% | i | · | 8% | -11%
O=C(CNC(=S)N(Cc1ccccc1)Cc1ccccc1F)NCc1ccccc1 | 10% | -10% | -13% | ? | -15% | 36% | -6% | 7%
Nc1nc(SCC(=O)c2cc(F)ccc2F)n[nH]1 | 5% | -11% | -10% | -15% | -41%[inhibitor] | -15% | 1% | 9%
COc1ccccc1N1CCN(C(=O)c2cc3sccc3n2C)CC1 | 14% | -14% | 17% | ? | -9%[57.5 µM] | ? | -1% | 8%
O=C(Nc1ccc(S(=O)(=O)N2CCc3ccccc3C2)cc1)C1CCCO1 (centres undefined) | 9% | 0% | 17% | 4% | -15% | 19% | -2% | 0%
CCCN(CCC)CCNC(=O)c1cc2c(C)nc3ccccc3c2o1 | 2% | 11% | 0% | -12% | 13%[57.5 µM] | 9% | 0% | 14%
COc1ccc(-n2c(=O)c3ccccc3n(CC(=O)Nc3cc(C)on3)c2=O)cc1OC | 7% | -1% | 5% | 0% | -2% | 11% | 1% | 4%
CCN(CCO)Cc1cc(=O)oc2c(C)c(C)ccc12 | 12% | 7% | 10% | -28% | -3% | 2% | 5% | 16%
CC(C)OC(=O)c1c(NC(=O)Cn2cnc([N+](=O)[O-])n2)sc2c1CCCC2 | -12% | -1% | -12% | 2% | -1%[57.5 µM] | 6% | 2% | -18%

Taken from above.
TDP-43 yeast inh, O=C(O)c1cc2cc(S(=O)(=O)O)ccc2cc1O stands at -1%
PTHR1 ag, COc1ccccc1N1CCN(C(=O)c2cc3sccc3n2C)CC1 stands at -9%[57.5 µM]
aSyn rescue, CC(=O)Nc1ccc(NC(=O)C(C)OC(=O)c2c(C)nn(-c3ccccc3)c2Cl)cc1 (centres undefined) stands at 0%

Part of the list above, with tabs:
compound	EPAC2 ag	EPAC1 antagonist	aSyn rescue	TDP-43 yeast inh	PTHR1 ag	FUS yeast rescue	EPAC2 antag	EPAC1 ag
CCCCNc1nc2c(c(=O)n(C)c(=O)n2C)n1CCC	10%	-6%	-5%	18%	-4%	-10%	-1%	1%
CN(C)c1ccc2cc(S(=O)(=O)O)cc(O)c2c1	11%	-19%	-1%	-42%[inhibitor]	i	?	33%[activator]	0%
COCCNC(=O)C(c1cccc(OC)c1)N(Cc1cccs1)C(=O)Cn1nnc2ccccc21 (centres undefined)	5%	-2%	-9%	-6%	-1%[57.5 µM]	17%	1%	10%
CCOc1ncccc1C(=O)Nc1cccc(S(=O)(=O)N2CCCCC2)c1	10%	-3%	-12%	5%	-7%	-13%	2%	-10%

The list goes on.
SMILES | EPAC2 ag | EPAC1 antagonist | aSyn rescue | TDP-43 yeast inh | PTHR1 ag | FUS yeast rescue | EPAC2 antag | EPAC1 ag
O=C(Cn1cc(SCc2cccc(Cl)c2)c2ccccc21)N1CCOCC1 | 14% | -25% | ? | 35µM* | -29%&-18% | ? | -7% | 1%
COc1ccccc1NS(=O)(=O)c1cc(C(=O)NCC(C)(C)N2CCOCC2)ccc1C | 9% | -11% | 3% | -15% | -38%[inhibitor] | 24% | 0% | 0%
CC[C@H]1OC(=O)[C@H](C)[C@@H](O[C@H]2C[C@@](C)(OC)[C@@H](O)[C@H](C)O2)[C@H](C)[C@@H](O[C@@H]2O[C@H](C)C[C@H](N(C)C)[C@H]2O)[C@](C)(O)C[C@@H](C)C(=O)[C@H](C)[C@@H](O)[C@]1(C)O | -6% | 7% | -2% | 5% | i | 22% | -16% | -32%[inhibitor]
O=C(CNC(=O)c1ccccc1)OCc1cc(=O)n2cc(Br)ccc2n1 | -1% | 8% | 1% | 8% | i | -3% | 3% | -1%
CCn1cc(C(=O)NCC(C)C)c(=O)c2cc(F)c(N3CCN(C)CC3)cc21 | 8% | 12% | -2% | -16% | i | -16% | -1% | 5%
O=C(CCN1CCCCC1)Nc1ccccc1 | 2% | -3% | -1% | -11% | -16% | 10% | 0% | -4%
CCOC(=O)c1c(C)nc2c(c1-c1ccc(Cl)cc1)C(=O)CC(C)(C)C2 | -6% | -5% | -11% | 7% | -9% | 31% | -13% | 4%
COC(=O)Cc1c(C)c2ccc(OCC(=O)N3CCCC(C)C3)c(C)c2oc1=O (centres undefined) | 1% | 11% | 2% | 12% | -11% | 15% | 6% | -4%
